AGP1 TOR yeast: yeast TOR pathway AGP1-GFP modulation; GFP response vs DMSO, % at 10 µM; AID 2066; S. cerevisiae AGP1-GFP multiplex flow cytometry, 3 h; GFP as percent of DMSO wells; 0.02% of 320,000 active;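 active means GFP response relative to DMSO above a set limit, near screen average plus 3 SD, cut at about 150% in these data; inconclusive means fewer than 70 cells counted for the yeast strain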;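 further: median GFP channel fluorescence of the gated AGP1 strain per well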
MEP2-GFP yeast: modulators of TOR pathway MEP2-GFP in S. cerevisiae. S. cerevisiae MEP2-GFP strain, flow cytometry GFP, 3 h; 100% = DMSO control level. GFP response vs DMSO, % at 10 µM. 0.51% of 330,000 active;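 active means GFP response versus DMSO above a set limit, roughly screen mean plus 3 SD, cut at about 180% in these data; inconclusive means fewer than 70 cells counted for a yeast strain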;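 further: median GFP fluorescence of the barcode-gated MEP2-GFP cells per well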
RPL19A TOR yeast: modulators of TOR pathway RPL19A-GFP in S. cerevisiae; percent response vs DMSO, % at 10 µM; 0.3% of 330,000 active; S. cerevisiae RPL19A-GFP strain, flow cytometry, 3 h; active compounds read low;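 active means percent response vs DMSO below 50%; inconclusive means fewer than 70 events counted for the yeast strain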;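 further: median channel GFP fluorescence of the barcoded RPL19A-GFP strain; ratio of sample median GFP to plate DMSO average so 100% = DMSO; lower means less RPL19A-GFP as with rapamycin TOR inhibition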
Yeast superoxide: caloric restriction mimetics inhibiting age-related superoxide in yeast; S. cerevisiae aged cells, superoxide DHE fluorescence; active compounds read low; superoxide response (% of plate mean), % at 10 µM; 0.18% of 330,000 active; AID 2690;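 active means superoxide response under a set limit, about three screen SD below normal, cut at about 65% in these data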;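 further: yeast aged for seven days with compound at 30 °C before DHE staining; 100% = average MFI of all compound-treated wells on the plate with controls excluded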
LAP4-GFP MLPCN: modulators of TOR pathway LAP4-GFP in S. cerevisiae; GFP response vs DMSO, % at 10 µM; AID 2023; 0.34% of 320,000 active; S. cerevisiae LAP4-GFP multiplex, flow cytometry GFP, 3 h; median GFP as percent of DMSO wells;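 active means GFP response vs DMSO above a set limit, about the screen mean plus 3 SD, cut at about 150% in these data; inconclusive means under 70 cell events counted for the yeast strain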
GRK2 inh: inhibitors of human GRK2 displacing RNA aptamer. P25098. bead flow cytometry, FAM-aptamer displacement from GRK2. inhibition of aptamer binding, % at 10 µM. 0.59% of 330,000 active;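 active means inhibition of aptamer binding above 40%, roughly 3 SD of noise, on plates passing a quality check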;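 further: median bead fluorescence of bound FAM aptamer so fluorescent compounds give negative values; no value below 0 was filed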
VLA-4 inh: inhibition in a human VLA-4 binding assay; P13612; 0.2% of 330,000 active; inhibition, % (about 7 µM as worked out from the volumes in the protocol); VLA-4 expressing cells, ligand binding flow cytometry; AID 2557; in the data active means inhibition above about 50%
Target sequence (P13612 whole entry, looked up): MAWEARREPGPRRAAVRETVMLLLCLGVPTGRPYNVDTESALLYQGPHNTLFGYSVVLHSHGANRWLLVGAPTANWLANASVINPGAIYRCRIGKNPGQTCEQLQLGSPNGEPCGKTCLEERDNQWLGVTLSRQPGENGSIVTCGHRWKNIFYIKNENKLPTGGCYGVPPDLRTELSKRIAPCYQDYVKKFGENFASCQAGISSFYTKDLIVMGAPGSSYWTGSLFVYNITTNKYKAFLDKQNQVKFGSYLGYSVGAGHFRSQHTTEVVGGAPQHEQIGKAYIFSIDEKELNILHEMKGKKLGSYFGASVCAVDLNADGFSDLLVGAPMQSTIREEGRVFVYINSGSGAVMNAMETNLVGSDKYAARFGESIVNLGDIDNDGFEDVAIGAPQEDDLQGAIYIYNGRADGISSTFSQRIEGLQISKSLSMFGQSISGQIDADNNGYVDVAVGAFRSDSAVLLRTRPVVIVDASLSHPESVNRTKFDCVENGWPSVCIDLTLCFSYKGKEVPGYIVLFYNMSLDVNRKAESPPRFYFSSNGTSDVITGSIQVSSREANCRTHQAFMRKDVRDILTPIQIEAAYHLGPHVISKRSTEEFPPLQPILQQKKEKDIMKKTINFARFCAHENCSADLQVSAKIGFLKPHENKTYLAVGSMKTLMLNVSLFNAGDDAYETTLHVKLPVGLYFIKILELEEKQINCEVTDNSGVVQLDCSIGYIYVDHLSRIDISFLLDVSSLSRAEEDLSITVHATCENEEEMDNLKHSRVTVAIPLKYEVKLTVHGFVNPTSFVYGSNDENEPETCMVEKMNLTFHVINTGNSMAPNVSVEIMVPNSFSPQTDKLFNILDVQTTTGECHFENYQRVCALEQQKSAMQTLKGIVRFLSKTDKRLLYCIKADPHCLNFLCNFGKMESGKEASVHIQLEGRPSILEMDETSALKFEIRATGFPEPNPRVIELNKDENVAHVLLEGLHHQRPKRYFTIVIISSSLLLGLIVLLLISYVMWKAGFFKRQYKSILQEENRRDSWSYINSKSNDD
CIT2-GFP yeast: yeast TOR pathway CIT2-GFP modulation; S. cerevisiae CIT2-GFP strain, flow cytometry, 3 h; 100 means same as DMSO wells; GFP response vs DMSO, % at 10 µM; 0.065% of 320,000 active;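 active means GFP response relative to DMSO above a set limit, near the screen mean plus 3 SD, cut at about 150% in these data; inconclusive means Fewer than 70 cells measured for a yeast strain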;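 further: ratio of well median GFP fluorescence to mean of DMSO wells on the plate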
* marks the source's active call; other numbers are inactive results; ? = inconclusive; . = not tested or not shown; [ ] = another dose, or the depositor's remark.

SMILES | AGP1 TOR yeast | MEP2-GFP yeast | RPL19A TOR yeast | Yeast superoxide | LAP4-GFP MLPCN | GRK2 inh | VLA-4 inh | CIT2-GFP yeast
COc1ccc(Nc2nc(-c3cccc([N+](=O)[O-])c3)nc3ccccc23)c(OC)c1 | 105 | 110 | 109 | 104 | 116 | 0 | -3 | 104
O=C(COc1ccccc1)Nc1ccc(Cl)c(-c2nc3ncccc3o2)c1 | 104 | 102 | 98 | 101 | 104 | 0 | 5 | 99
O=C(O)c1nn(CCOc2ccc(Cl)cc2Cl)c(=O)c2ccccc12 | 91 | 95 | 105 | 96 | 91 | 2 | 2 | 104
CCCCC(=O)Nc1nnc(-c2ccc(OC)cc2)s1 | 89 | 97 | 90 | 105 | 89 | 2 | 0 | 97
CN(c1ccccc1)S(=O)(=O)c1ccc(C(=O)NCCc2ccccc2)cc1 | 97 | 105 | 104 | 90 | 95 | 0 | 2 | 99
CCOC(=O)c1c(CN(C)C)n(-c2ccccc2)c2cc(Br)c(O)cc12 | 101 | 97 | 98 | 105 | 103 | 0 | 9 | 101
S=C(NCc1ccco1)Nc1ccc(Cl)cc1 | 94 | 123 | 95 | 72 | 113 | 5 | -2 | 97
COc1ccc(C(=O)/C=C2/C(=O)Nc3ccccc32)cc1 | 71 | 97 | 103 | 97 | 167* | 1 | -148 | 74
O=C(NCc1cccnc1)C1CCCN1S(=O)(=O)c1ccc(Cl)cc1 (stereo not drawn) | 102 | 109 | 103 | 100 | 91 | 0 | 8 | 105
O=C(CCc1ccccc1)OCC(=O)c1ccc([N+](=O)[O-])cc1 | 97 | 92 | 105 | 96 | 92 | 1 | 3 | 95
CC(=O)Nc1ccc(S(=O)(=O)N2CCCc3ccccc32)cc1 | 96 | 101 | 95 | 88 | 99 | 2 | -4 | 97
C[C@H](CCC(=O)NCC(=O)O)[C@H]1CC[C@H]2C3[C@H](O)C[C@@H]4C[C@H](O)CC[C@]4(C)[C@H]3C[C@H](O)[C@]12C (stereo partly drawn) | 90 | 101 | 102 | 103 | 108 | 0 | 3 | 90
CCOc1ccc2[nH]c(=O)c(CN(CC3COCCO3)C(=O)c3ccc(C)cc3)cc2c1 (stereo not drawn) | 107 | 104 | 104 | 105 | 100 | 5 | -3 | 105
Cc1sc2ncnc(N/N=C/c3ccc(O)cc3)c2c1C | 106 | 112 | 102 | 89 | 100 | 0 | 0 | 107
CSc1nc(-c2ccccc2)c2cc(Cl)ccc2n1 | 98 | 104 | 108 | 100 | 94 | 0 | -2 | 115
CCOC(=O)N1C(=O)[C@](CC)(c2ccccc2)N1C(=O)OCC | 91 | 94 | 91 | 99 | 108 | 3 | 10 | 99
Cc1c(NS(=O)(=O)c2cccc(C(=O)NCc3ccc(Cl)cc3)c2)c(=O)n(-c2ccccc2)n1C | 94 | 99 | 101 | 104 | 99 | 1 | -2 | 93
Cc1nc(N(CCO)C2CCCCC2)c2nnn(Cc3ccccc3)c2n1 | 91 | 101 | 98 | 102 | 95 | 2 | 11 | 90
CC(=O)NC(CC(=O)NCC(c1ccco1)N(C)C)c1ccccc1 (stereo not drawn) | 91 | 94 | 94 | 92 | 99 | 4 | 3 | 90
CCCCC(=O)Nc1ccc(C(=O)NCCN2CCOCC2)cc1 | 99 | 98 | 98 | 102 | 94 | 1 | -3 | 99
Cc1ccc(C(=O)Nc2nc(-c3ccccc3)c(-c3ccccc3)o2)cc1 | 98 | 106 | 108 | 88 | 96 | . | 4 | 108
Cc1ccc(/C=C2\SC(=S)N(C3CCS(=O)(=O)C3)C2=O)o1 (stereo not drawn) | 96 | 99 | 97 | 105 | 110 | 43* | 6 | 100
Cc1cccc(C)c1Nc1ncnc2ccccc12 | 103 | 98 | 100 | 91 | 97 | 0 | -2 | 98
COc1ccc(S(=O)(=O)NCC2CCCN(Cc3ccc(O)cc3)C2)cc1 (stereo not drawn) | 99 | 103 | 96 | 102 | 95 | 1 | 5 | 103
CCN1C(=O)/C(=C2\Sc3ccccc3N2CC)OC1=S | 94 | 97 | 99 | 100 | 94 | 0 | 1 | 94
CCOC(=O)c1c(CN2CCN(C)CC2)n(-c2ccccc2)c2cc(Br)c(O)cc12 | 118 | 100 | 101 | 104 | 116 | 4 | 27 | 118
O=C1C(=O)N(c2ccccn2)C(c2ccc(F)cc2)/C1=C(/O)c1ccc(Br)cc1 (stereo not drawn) | 96 | 102 | 104 | 100 | 85 | 0 | -3 | 97
COc1cc(C)ccc1OCC(=O)OCC(=O)c1cc(C)n(CC2CCCO2)c1C (stereo not drawn) | 109 | 99 | 104 | 111 | 103 | 4 | -14 | 99
Cc1cccc(NS(=O)(=O)c2ccc(Br)s2)n1 | 101 | 105 | 102 | 106 | 106 | 3 | 14 | 102
Cc1cc(=O)oc(C)c1C(=O)Nc1ccc2ncccc2c1 | 106 | 98 | 101 | 98 | 94 | 1 | -17 | 108
O=C(c1ccc(S(=O)(=O)N2CCCCC2)cc1)N1CCN(c2ccccc2)CC1 | 107 | 114 | 106 | 100 | 115 | 2 | . | 98
Cc1nn(C)cc1CNC(=O)C1CCC(=O)N(Cc2cccc(C(F)(F)F)c2)C1 (stereo not drawn) | 97 | 99 | 102 | 108 | 92 | 2 | 4 | 97
COC(=O)C(c1ccccc1)C(C(=O)OC)c1ccccc1 (stereo not drawn) | 99 | 105 | 103 | 95 | 87 | 0 | 4 | 102
CCn1cc(C(=O)Nc2ccccc2)c(=O)c2ccc(C)nc21 | 101 | 114 | 110 | 81 | 102 | 0 | 11 | 107
O=C(CSc1cccc[n+]1[O-])c1ccc(-c2ccccc2)cc1 | 81 | 90 | 91 | 96 | 106 | 1 | -3 | 84
Cc1ccc(N2CC(C(=O)OCC(=O)Nc3ccc(F)cc3F)CC2=O)cc1 (stereo not drawn) | 103 | 101 | 98 | 92 | 102 | 0 | -1 | 98
CCOC(=O)N1CCC(N(CCN(C)C)C(=S)Nc2ccccc2C)CC1 | 96 | 97 | 99 | 98 | 86 | 0 | 21 | 96
CC(=C1C(=O)c2ccccc2C1=O)N1CCN(c2ccc(F)cc2)CC1 | 101 | 100 | 103 | 100 | 102 | 2 | -13 | 96
O=C(Nc1ccc2c(c1)OCCO2)c1ccc(Cl)c([N+](=O)[O-])c1 | 92 | 86 | 91 | 95 | 158* | 6 | -11 | 76
CCOC(=O)C1CCN(C(=O)c2ccc3c(c2)C(=O)N(c2ccccc2C)C3=O)CC1 | 108 | 99 | 99 | 82 | 103 | 0 | -9 | 108

Among those listed so far, these contain a thiophene ring, fused or not:
SMILES | AGP1 TOR yeast | MEP2-GFP yeast | RPL19A TOR yeast | Yeast superoxide | LAP4-GFP MLPCN | GRK2 inh | VLA-4 inh | CIT2-GFP yeast
Cc1sc2ncnc(N/N=C/c3ccc(O)cc3)c2c1C | 106 | 112 | 102 | 89 | 100 | 0 | 0 | 107
Cc1cccc(NS(=O)(=O)c2ccc(Br)s2)n1 | 101 | 105 | 102 | 106 | 106 | 3 | 14 | 102

(listing goes on)
SMILES | AGP1 TOR yeast | MEP2-GFP yeast | RPL19A TOR yeast | Yeast superoxide | LAP4-GFP MLPCN | GRK2 inh | VLA-4 inh | CIT2-GFP yeast
Nc1ccnn1Cc1cccnc1 | 101 | 101 | 98 | 103 | 96 | 0 | -7 | 97
O=C(CCNC(=O)c1ccccc1)NCC1CCCCC1 | 104 | 106 | 104 | 85 | 94 | 1 | 6 | 99
O=C1CC(N2CCSCC2)C(=O)N1CCc1ccccc1 (stereo not drawn) | 90 | 87 | 105 | 100 | 108 | 0 | -1 | 83
COc1ccc(CCNS(=O)(=O)c2ccc3c(c2)OCCO3)cc1OC | 102 | 100 | 99 | 94 | 99 | 0 | 33 | 105
Nn1c(Cc2cccc3ccccc23)nnc1SCc1c(F)cccc1Cl | 99 | 104 | 101 | 105 | 97 | 0 | 9 | 95
CCOc1ccc(NC(=O)COC(=O)CC2CCCCC2)cc1 | 92 | 91 | 97 | 122 | 87 | 0 | 20 | 101
CC1(c2ccccc2)NC(=O)N(NC(=O)CSc2n[nH]c(N)n2)C1=O (stereo not drawn) | 100 | 99 | 97 | 101 | 100 | 2 | 1 | 96
CC(C)(C)NC(=O)CN(C(=O)CNS(=O)(=O)c1ccccc1)c1ccc2c(c1)OCCO2 | 101 | 93 | 97 | 112 | 89 | 0 | 2 | 102
CCCCNC(=O)Cn1nc(Cc2ccncc2)c2ccccc2c1=O | 100 | 100 | 98 | 99 | 86 | 2 | 1 | 119
CN1CCN(C(=O)C2=C[C@@H](c3ccc(C(F)(F)F)cc3)C[C@@H](OCc3ccc(CO)cc3)O2)CC1 | 82 | 105 | 88 | 100 | 87 | 0 | 46 | 86
COc1cc(/C=C2/C(=N)N3C(=NC2=O)SN=C3S(C)(=O)=O)ccc1OC(=O)c1ccco1 | 104 | 101 | 104 | 96 | 72 | 2 | 9 | 109
CC(=O)c1ccc(OCCCC(=O)N(CCC2=CCCCC2)c2c(N)n(Cc3ccccc3)c(=O)[nH]c2=O)cc1 | 89 | 84 | 86 | 105 | 85 | 2 | -1 | 89
CS(=O)(=O)N1N=C(c2ccccc2)CC1c1cccs1 (stereo not drawn) | 99 | 101 | 98 | 96 | 100 | 2 | 1 | 103
COCCn1c(SCC(=O)Nc2cc(C)on2)nc2c(c1=O)SCC2 | 95 | 106 | 104 | 106 | 88 | 1 | 22 | 95
COc1ccc(-c2cc(C(=O)Nc3cc(OC)c(OC)c(OC)c3)no2)cc1OC | . | 108 | 110 | 80 | 109 | 0 | -13 | 109
CCOC(=O)c1c(-c2ccccc2)csc1NC(=O)CSc1ccccc1 | 84 | 93 | 90 | 106 | 83 | 1 | -2 | 81
CC(C)(C)C(=O)NC(=S)N1CCOCC1 | 102 | 98 | 99 | 115 | 89 | 0 | 10 | 101
Cc1cccc(NC(=O)c2ccc(OC3CSC3)cc2)c1 | 92 | 104 | 97 | 96 | 102 | 2 | 12 | 93
O=C(c1cccs1)N1CCCC(c2nc3c(nnn3Cc3c(Cl)cccc3Cl)c(=O)[nH]2)C1 (stereo not drawn) | 100 | 103 | 105 | 102 | 106 | 0 | -6 | 91
COc1ccc(C2(CNC(=O)c3cccc([N+](=O)[O-])c3)CCOCC2)cc1 | 106 | 136 | 107 | 91 | 103 | 0 | 27 | 108
Cc1cc2n(n1)C(c1ccc3c(c1)OCO3)Nc1ccccc1-2 (stereo not drawn) | ? | ? | ? | 106 | 78[may fluoresce red and violet] | 2 | -2 | ?
Cc1ccc(SCCNC(=O)CN(c2ccc3c(c2)OCO3)S(C)(=O)=O)cc1 | 108 | 101 | 99 | 87 | 107 | 12 | 4 | 114
CCOc1ccc2oc(C(=O)OCC(=O)NC3CCCC3)c(C)c2c1 | 106 | 109 | 102 | 103 | 106 | 0 | 11 | 107
O=C(CCc1nnc(-c2ccc3c(c2)OCO3)o1)N(Cc1ccncc1)CC1CCCO1 (stereo not drawn) | 101 | 107 | 107 | 101 | 102 | 0 | -3 | 114
O=C(c1cccc(S(=O)(=O)N2CCc3ccccc32)c1)N1CCN(CCO)CC1 | 97 | 104 | 94 | 86 | 99 | 5 | -12 | 99
N#Cc1c2ccc([N+](=O)[O-])cc2[n+]([O-])n1-c1ccccc1 | 53 | 95 | 93 | 74 | 165* | 0 | 3 | 94
CC(=O)c1cccc(NC(=O)COC(=O)CC2CC3CCC2C3)c1 (stereo not drawn) | 97 | 100 | 101 | 105 | 93 | 0 | 12 | 106
COc1ccc2nc(NC(=O)CN3CCOCC3)sc2c1 | 102 | 106 | 101 | 82 | 102 | 0 | 2 | 106
Cc1cc(NC(=O)C23CC4CC(CC(C4)C2)C3)n[nH]1 | 77 | 72 | 87 | 84 | 70 | 5 | 1 | 76

Rows were taken by chance; about 1.7% have a hit in one of these screens.
